Screening data: PubChem, National Center for Advancing Translational Sciences (NCATS)
BRCA1 expr up: qHTS Assay to Identify Small Molecule Activators of BRCA1 Expression; Potency, µM (series often up to 46.1 µM), for inactives: top-dose activation, hits mostly activators; actives 1.1% (n = 380,000); MCF7-BRCA1-FFLuc reporter, luminescence, 48 h; response scale: scaled: vehicle 0%, 10 µM genistein 100%; further: potency means the concentration at half of the fitted maximal effect; nearly all actives have a fitted effect of over 80% in size; some results filed as inactive show a strong effect at the top dose
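MCF7-BRCA1-FFLuc cells, 2000/well in phenol-red-free MEM, attached 2 h then treated 48 h at 37 C. Luciferase luminescence read 15 min after reagent; normalized to genistein maximum activation (10microM) and DMSO, concentration-response fitted.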
a7 integrin act: qHTS for Activators of Integrin-Mediated Alleviation for Muscular Dystrophy; alpha7betagal myoblasts, beta-gal FDG fluorescence, 48 h; Potency, µM (highest dose often 38.3 µM), inactives show at the highest dose activation, actives largely listed as activators; actives 0.064% (n = 350,000); AID 624291, 2012;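 further: potency means the concentration at half of the fitted maximal effect; 100% = response of the positive control SU9516; nearly all actives have a fitted effect of over 60% in size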
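Alpha7betagal+/- myoblasts (passage 13) were plated 16-24 hr, then exposed to compounds (1:260 dilution of DMSO stock) for 48 hours at 37C. After MPER lysis, β-galactosidase reporter activity was read as FDG fluorescence (ex 480/em 540) after 30 minutes.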
TSG101-PTAP inh: qHTS Assay for Iinhibitors of HIV-1 Budding by Blocking the Interaction of PTAP/TSG101. Tumor susceptibility gene 101 protein (Homo sapiens), Q99816. Fluorescence polarization, FITC-PTAP peptide / Tsg101 binding. Potency, µM (highest dose often 115 µM), inactives show at the top dose activity change, negative = inhibition, most hits filed as inhibitors. 340,000 tested, under 10 active. AID 493005, 2010; active means well fitted inhibition curve with a large enough effect in the main read-out, with a control signal flat, not every such curve was filed as active; inconclusive means small, poorly fitted or top-dose-only effect, or effect the other way, or a change in a side signal; inactive means no such curve, though single readings can be large or run the other way; further: potency means the concentration at half of the fitted maximal effect; % of control where 0% means no effect
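Compounds were pin-transferred onto Tsg101 binding domain (10 uM final) in HEPES pH 7.5 buffer, then FITC-PTAP peptide was added at 50 nM final. After 20 min at RT, polarization reported peptide displacement across a qHTS concentration series.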
ELG1 repair inh: qHTS screen for small molecules that inhibit ELG1-dependent DNA repair in human embryonic kidney (HEK293T) cells expressing luciferase-tagged ELG1; HEK293T ELG1-luciferase reporter, luminescence, 16 h; DNA damage induced by 5-fluorouridine; Potency, µM (doses to about 46.1 µM), for inactives: at the highest dose activity change, negative = inhibition, actives largely listed as inhibitors; actives 2.3% (n = 330,000); further: potency means the concentration at half of the fitted maximal effect; on the % scale 0 is the no-effect control and ±100 the full control effect; nearly all actives have a fitted effect of over 55% in size
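Cells (2,000 per well) received 5-fluorouridine plus test compound or DMSO and were incubated 16 hr at 37 °C, 5% CO2. Luciferase activity was read by luminescence 30 min after ONE-Glo addition; signal suppression marked inhibition of damage-induced ELG1 function.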
B2AR arrestin: qHTS assay of beta-arrestin-biased ligands of beta2-adrenergic receptor | Beta-2 adrenergic receptor (Homo sapiens), P07550 | beta-arrestin recruitment to beta2AR, cell-based reporter | Potency, µM (doses to about 46.1 µM), without a hit: at the highest dose activation, actives largely listed as activators | actives 0.02% (n = 330,000) | AID 492947, 2010;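 further: potency means the concentration at half of the fitted maximal effect; 0% = DMSO controls and full agonism = EC100 isoproterenol or metaproterenol; nearly all actives have a fitted effect of over 65% in size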
CXXC DNA block: qHTS Fluorescence Polarization Assay for Inhibitors of MLL CXXC domain - DNA interaction; Potency, µM (top dose mostly 115 µM), without a hit: at the highest dose activity change, negative = inhibition, hits mostly inhibitors; AID 2662, 2010; actives 0.037% (n = 290,000); MLL-CXXC / FITC-HOXA9 DNA fluorescence polarization; Histone-lysine N-methyltransferase 2A (Homo sapiens), Q03164; active means well fitted inhibition curve with a large enough effect in the polarisation, with a control signal flat, not every such curve was filed as active; inconclusive means small, poorly fitted or top-dose-only effect, or effect the other way, or a change in a side signal; inactive means no such curve, though single readings can be large or run the other way; the % refers to the polarisation; further: potency means the concentration at half of the fitted maximal effect
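Fluorescence polarization: 7 uM MLL-CXXC (stock) preincubated 5 min with compounds, then 50 nM fluorescein-HOX-A9 DNA (stock) added; 30 min ambient. Buffer 50 mM Tris-HCl pH 7.5, 50 mM NaCl, 1 mM DTT, 0.05% BSA.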
TCR activator: Activators of T cell receptors: qHTS campaign; primary human leukocytes, anti-CD3, IL-2 HTRF, 48 h; Potency, µM (doses to about 9.22 µM), for inactives: at the highest dose activation of IL-2 secretion, usual class: activators; 330,000 tested, under 10 active; AID 504894, 2011; further: % of control where 0% means no effect
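Activity was scored as IL-2 release from primary human leukocytes given only a TCR signal (a-CD3 beads) plus compound for 48 hr. Detection used a two-antibody HTRF format read at 665nm.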
p53 reactivator: qHTS assay for re-activators of p53 using a Luc reporter. H1299 p53-A138V BP100-luciferase reporter, luminescence, 24 h. Potency, µM (titrated, usually from 92.2 µM), inactives show at the highest dose activity change, positive = activation, hits mostly activators. actives 0.063% (n = 320,000); further: potency means the concentration at half of the fitted maximal effect; % of control where 0% means no effect; nearly all actives have a fitted effect of over 45% in size
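H1299 (p53-null), stable ts p53-A138V + BP100-Luc; 1000 cells/well, Opti-MEM/10% FBS; cpd 4 pt, 1:5; 24 h, 37 deg C, 5% CO2; detection reagent 10 min RT; luminescence.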
A-T KAP1 phos: qHTS Assay for Identifying a Potential Treatment of Ataxia-Telangiectasia; […] A-T fibroblasts, KAP-1 phosphorylation AlphaLISA; neocarzinostatin DNA damage 30 min before lysis; Potency, µM (series often up to 57.5 µM), without a hit: at the highest dose activation, usual class: activators; actives 0.19% (n = 320,000); AID 485349, 2010; further: potency means the concentration at half of the fitted maximal effect; % of control where 0% means no effect; nearly all actives have a fitted effect of over 45% in size
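ATM-like activity read as KAP-1 phosphorylation via AlphaLISA donor/acceptor antibody pairs after lysis and 6 hr at 25C. Cells were ATM-null patient fibroblasts ([…], hTERT), dosed 60 min, then exposed to the DSB inducer NCS for 30 min.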
TRPV1 ag: HTS Assay for Compounds that Act as Agonists of the Vanilloid Receptor 1. TRPV1-expressing cells, Fluo-8 calcium influx, agonist mode. AID 540275, 2011. Transient receptor potential cation channel subfamily V member 1 (Homo sapiens), Q8NER1. activation, % at 8.33 µM. actives 0.19% (n = 320,000); in the data active means activation above about 80%; inconclusive means between about 30% and that limit; further: 0% is about no effect
Target sequence (Q8NER1 whole entry, looked up): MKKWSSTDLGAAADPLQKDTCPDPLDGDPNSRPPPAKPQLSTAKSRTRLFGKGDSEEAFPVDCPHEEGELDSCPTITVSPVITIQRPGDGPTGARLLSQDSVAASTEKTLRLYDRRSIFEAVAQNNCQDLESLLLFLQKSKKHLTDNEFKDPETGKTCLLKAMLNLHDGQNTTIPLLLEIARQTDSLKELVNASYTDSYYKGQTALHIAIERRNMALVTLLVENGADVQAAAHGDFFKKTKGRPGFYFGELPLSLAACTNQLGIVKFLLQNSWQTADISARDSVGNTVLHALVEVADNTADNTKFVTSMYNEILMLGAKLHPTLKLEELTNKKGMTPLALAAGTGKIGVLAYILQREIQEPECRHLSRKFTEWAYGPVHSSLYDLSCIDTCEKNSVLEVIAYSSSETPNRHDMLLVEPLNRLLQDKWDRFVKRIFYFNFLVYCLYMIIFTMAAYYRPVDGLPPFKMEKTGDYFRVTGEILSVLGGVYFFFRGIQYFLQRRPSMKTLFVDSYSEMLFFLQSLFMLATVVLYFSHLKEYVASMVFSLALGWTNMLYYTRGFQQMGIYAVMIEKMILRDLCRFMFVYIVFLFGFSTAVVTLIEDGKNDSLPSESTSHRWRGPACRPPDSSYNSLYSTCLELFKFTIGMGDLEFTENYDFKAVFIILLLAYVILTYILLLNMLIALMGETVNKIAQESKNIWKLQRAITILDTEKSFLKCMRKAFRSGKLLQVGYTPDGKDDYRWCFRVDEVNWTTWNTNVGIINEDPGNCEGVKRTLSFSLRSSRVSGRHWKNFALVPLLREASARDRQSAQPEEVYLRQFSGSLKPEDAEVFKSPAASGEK
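TRPV1-expressing cells were cultured overnight at 35.5C and loaded with Fluo-8 calcium dye for 40 to 90 min at room temperature. After a 10 s baseline, compound was added and calcium influx was read kinetically for 3 min (ex 480/em 520 nm).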
* = called active by the depositor; u = inconclusive; x = no result given; & = joins results of further samples; [ ] = dose if it differs, or a comment. Unless noted, the call rests on the fitted dose curve; in most records, active means well fitted curve in the direction sought with a large enough effect; inconclusive means small, poorly fitted or top-dose-only effect, or another doubt; inactive means no such curve, though single readings can be large; an effect the other way counts as inactive or inconclusive.

SMILES | BRCA1 expr up | a7 integrin act | TSG101-PTAP inh | ELG1 repair inh | B2AR arrestin | CXXC DNA block | TCR activator | p53 reactivator | A-T KAP1 phos | TRPV1 ag
Cc1cccc(-c2noc(CNC(=O)c3ccoc3C)n2)c1 | 0.0% | 12.6% | 4.4% | 20.1% | 0.0% | 30.4%[activator] | 10.8% | -5.0% | 23.2% | 10.7
COc1ccc(S(=O)(=O)N2CCCCC2)cc1NC(=O)C1CC(=O)N(c2ccc3c(c2)OCCO3)C1 (stereo not given) | -34.0% | -17.2% | -0.3% | -20.1% | -0.6% | x | 1.1% | -6.8% | 5.6% | -2.2
CC(=O)Nc1ccc(S(=O)(=O)Nc2nc3ccc([N+](=O)[O-])cc3s2)cc1 | 13.1% | 6.5% | -2.7% | 5.8% | 0.1% | -0.5% | 1.3% | 0.7% | -10.4% | 8.2
CCCCCOC(=O)c1ccc(NC(=O)c2cccc(NC(=O)c3ccccc3C(=O)O)c2)cc1 | -3.7% | -7.4% | -3.8% | -1.7% | -0.4% | -19.2% | x | -0.9% | 4.3% | 6.5
O=C(Nc1ccccn1)c1cccnc1 | -1.1% | 19.0% | -8.1% | 11.3% | -0.1% | 6.7% | 0.5% | 6.4% | -5.6% | -2.0
Cc1ccc(Cn2c(SCC(=O)N/N=C/c3ccc(C)o3)nc3ccccc32)cc1 | -40.6% | -16.7% | 2.8% | -21.8% | 0.1% | 11.5% | -17.5% | -1.1% | 1.5% | -0.2
CCc1ccc(NC(=S)Nn2cnnc2)cc1 | 20.5% | -19.3% | -11.7% | u | -0.1% | -6.3% | -4.5% | -1.2% | -2.5% | 2.4
Cn1nnc2cc(C(=O)NC3CC3)ccc21 | 12.7% | 5.8% | -1.8% | x | x | 1.1% | -5.7% | x | x | 0.6
CCN1CCN(Cc2ccc(NC(=O)c3cc(NC(=O)c4cc(C)on4)cc(OC)c3)cc2C(F)(F)F)CC1 | -21.4%&-45.0% | -45.7%&-38.9%[inhibitor] | -7.1% | -36.1% | -0.7% | 12.8% | 0.0% | x | 3.0% | -0.5
COc1ccc(CCNC(=O)CSCC(=O)Nc2cc(S(C)(=O)=O)ccc2Cl)cc1 | -10.8% | 1.5% | -1.7% | 0.0% | -1.0% | x | -8.3% | 5.0% | 0.4% | x
C(=C/c1nccc2c1[nH]c1ccccc12)/c1ccc2c(c1)OCO2 | 0.0%&-44.0% | -55.0%[inhibitor] | -10.1% | u | -0.4% | 65.4%[activator] | -1.4% | -1.0% | 19.5% | -2.6
Cc1occc1-c1nnc(SCC(=O)NCc2cccs2)n1CC1CCCO1 (stereo not given) | -3.4% | -20.8% | -4.9% | -2.2% | -0.1% | -11.2% | -3.0% | u | 7.8% | -7.3
CCCCOc1ccc(C(=O)OCC(=O)c2c(N)n(C)c(=O)n(C)c2=O)cc1 | -29.6% | -4.1% | -4.2% | -16.6% | -0.3% | x | -2.6% | 1.6% | 0.9% | x
Cc1onc(-c2ccccc2Cl)c1C(=O)Nc1nnc(C(C)C)s1 | 45.3% | 2.5% | -3.2% | -22.4% | -0.1% | -4.2% | 3.5% | 16.0% | -1.4% | -1.0
Cc1ccc(OCCSc2ncnc3nc[nH]c23)cc1 | 101.6% | 2.5% | -4.8% | u | 0.1% | 4.3% | 1.5% | u | 8.5% | 3.6
COc1ccccc1-n1c(CNc2c(C)cccc2C)nnc1SCC(=O)N1CCOCC1 | -1.7% | -18.7% | -3.8% | 15.4% | -0.2% | -3.5% | 3.9% | -12.5% | 9.5% | 2.0
CC1=CS/C(=C(/C#N)C(=O)N2CCOCC2)N1c1ccccc1 | 0.8% | -1.2% | -6.5% | 0.0% | -0.1% | 0.3% | 6.1% | 0.0% | 29.8% | 0.7
COc1ccc2oc(-c3ccccc3)c(C(=O)N3CCOCC3)c2c1 | -28.4% | 6.7% | -2.3% | -28.8% | 0.2% | -1.7% | -6.5% | -2.0% | -3.7% | u
COc1ccc(C)cc1S(=O)(=O)N1CCC(C(=O)N2CCOCC2)CC1 | 2.3% | 6.0% | 2.3% | 2.8% | -0.8% | -5.1% | -11.7% | 13.3% | -5.5% | 16.2
Cc1ccc2c(c1)C(O)(CC(=O)c1ccc3c(c1)OCO3)C(=O)N2 (stereo not given) | -3.5% | 42.8% | -1.6% | u | -0.3% | -0.4% | -0.1% | -1.5% | -1.3% | 15.4
CCCSCCCNC(=O)Cn1cc2c(n1)CCCCC2 | -20.7% | 0.0% | 1.3% | -1.9% | -0.7% | 1.8% | 1.3%[46.1 µM] | -1.6% | 5.5% | 21.0
C/C(Cc1ccccc1)=N\NC(=O)CNC(=O)/C=C\c1ccccc1 | 8.4% | 7.3% | 0.3% | u | 0.1% | -2.7% | -1.5% | 3.3% | u | -2.9
CCc1ccccc1NC(=O)N1CCc2ccccc2C1 | 35.3% | 4.6% | -5.5% | u | -0.2% | 4.2% | -3.3% | 0.1% | 1.6% | 4.5
Cc1ccc(C)c(Cn2c(CO)nc3ccccc32)c1 | -4.8% | -0.3% | -4.1% | 0.2% | 0.0% | -3.3% | 10.9% | -9.7% | 2.4% | 27.4
COc1ccc(CNC(C)CCc2ccccc2)cc1 (stereo not given) | 0.5% | -51.7%[inhibitor] | -3.7% | 20.3% | 0.0% | -6.1% | 4.6% | x | -7.3% | 1.1

The last 2 compounds of the section before open the next one.
SMILES | BRCA1 expr up | a7 integrin act | TSG101-PTAP inh | ELG1 repair inh | B2AR arrestin | CXXC DNA block | TCR activator | p53 reactivator | A-T KAP1 phos | TRPV1 ag
Cc1ccc(C)c(Cn2c(CO)nc3ccccc32)c1 | -4.8% | -0.3% | -4.1% | 0.2% | 0.0% | -3.3% | 10.9% | -9.7% | 2.4% | 27.4
COc1ccc(CNC(C)CCc2ccccc2)cc1 (stereo not given) | 0.5% | -51.7%[inhibitor] | -3.7% | 20.3% | 0.0% | -6.1% | 4.6% | x | -7.3% | 1.1
CCOc1ccc(NC(=S)N(CCCN2CCCC2)Cc2cccn2Cc2ccc(Cl)cc2)cc1 | -13.3% | -67.1%[inhibitor] | -2.6% | 0.0% | 0.1% | 9.7% | -0.3% | 29.2% | 6.2% | 7.6
CC(C)(C)c1ccc(C(=O)NCC(=O)N2CCCCCC2)cc1 | 0.0% | -10.6% | -5.9% | u | -0.5% | -0.3% | 7.8% | 1.6% | 6.1% | u
Cc1ccc(NC(=O)[C@H](C)NC(=O)C2CCN(C(=O)[C@H](CC(C)C)NC(=O)OC(C)(C)C)CC2)cc1 | -23.6% | 39.4% | -5.9% | -0.8% | 7.3% | -1.2% | 1.2% | -1.7% | 8.7% | 1.9
CCC(C)n1[nH]c(=O)c2c(C)cc(C)nc21 (stereo not given) | -5.1% | -10.5% | -6.0% | u | -0.4% | 1.2% | -3.0% | -3.5% | x | -2.5
O=C(Nc1c[nH]c(=O)[nH]c1=O)c1ccccc1Br | -10.7% | -23.9% | -3.9% | 1.5% | -0.1% | 10.2% | 10.6% | 15.4% | 15.1% | 0.9
O=c1[nH]c(-c2ccc(Cl)cc2)nc(=S)[nH]1 | -6.2% | u | -0.7% | 9.5% | 0.3% | -2.7% | 2.3% | 1.4% | -2.3% | 3.9
C/C(=N/N=C(/N)SCc1ccccc1)C(C)(C)C | 73.9% | -17.8% | -0.2% | u | -0.1% | 9.4% | 2.2% | 7.7% | 3.9% | -0.3
C=CCn1c(CCNC(=O)c2cccs2)nnc1SCC(=O)Nc1cccc(F)c1 | 7.2% | -22.8% | -5.5% | 0.8% | 0.4% | -5.6% | 0.0% | -2.7% | 5.2% | -0.1
NC(=O)C1CCCN(Cc2ccc(Cl)cc2)C1 (stereo not given) | 12.2% | -17.8% | 0.6% | -1.0% | 0.0% | -2.4% | -4.0% | -3.5% | -1.3% | -4.1
O=C(COC(=O)c1cccc(F)c1)NC(=O)NCc1ccccc1 | 10.4% | 42.5% | -0.7% | 16.3% | -0.1% | x | 9.4% | 2.5% | 9.1% | x
CCCCN(CCCC)C(=S)N/N=C/c1c(C)[nH]n(-c2ccccc2)c1=O | -87.3% | -21.5% | -6.6% | u | 0.5% | -6.5% | -0.1% | -4.5% | -2.7% | 3.9
